APE1 inh: blocks human APE1 abasic DNA cleavage. P27695. recombinant APE1, TAMRA/BHQ-2 abasic DNA cleavage fluorescence. Potency, µM (top dose mostly 65.8 µM), without a hit: at the top dose activity change, negative = inhibition, most hits filed as inhibitors. 350,000 compounds, 0.35% hits;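 further: potency means the concentration at half of the fitted maximal effect; plate controls were vehicle for no effect and reference inhibitor for full effect; nearly all actives have a fitted effect of over 55% in size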
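Activity was derived from the fluorescence gain between first and third kinetic reads (60 s intervals, ex 525/em 598 nm) after 50 nM THF-abasic TAMRA/BHQ-2 duplex was added to 0.75 nM APE1 preincubated 15 min with compound.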
ALOX12 inh: inhibitors of human 12S-lipoxygenase ALOX12; P18054; purified 12hLO, xylenol orange hydroperoxide absorbance; Potency, µM (titrated, usually from 108 µM), for the others: at the top dose activity change, negative = inhibition, most hits filed as inhibitors; 580,000 compounds, 1.1% hits; AID 1671190; further: potency means the concentration at half of the fitted maximal effect; on the % scale 0 is the no-effect control and ±100 the full control effect
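Purified human 12hLO (150 nM final) in 25 mM Hepes, 0.01% Triton X-100, pH 7.0 was preincubated 15 min at room temperature with compound. Then 40 uM arachidonic acid was added, 30 min. Hydroperoxide was read by Fe-XO absorbance ratio 573/405 nm.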
Pol iota inh: blocks human DNA polymerase iota activity. Pol iota fluorescent replication assay, 10 min. Potency, µM (doses to about 115 µM), for inactives: at the highest dose activity, negative = inhibition, hits mostly inhibitors. 390,000 compounds, 1% hits. AID 588590; further: potency means the concentration at half of the fitted maximal effect
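Fluorescent replication assay read twice, at 0 min and 10 min after adding 50 nM (final) substrate. Enzyme (10 nM) and compounds were first incubated 15 min at room temperature; enzyme-free buffer wells were negative controls.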
ERG Ets-DNA blk: blocks human ERG Ets domain binding to DNA | P11308 | fluorescence polarization, His-ERG Ets domain / labelled DNA | Potency, µM (titrated, usually from 76.9 µM), for inactives: top-dose FP activity, negative = inhibition, most hits filed as inhibitors | 370,000 compounds, 0.028% hits | AID 624246; active means well fitted inhibition curve with a large enough effect in the polarisation, with a control signal flat; inconclusive means small, poorly fitted or top-dose-only effect, or effect the other way, or a change in a side signal; inactive means no such curve, though single readings can be large or run the other way; the % refers to the polarisation;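 further: polarization taken with two DNA probes labelled with fluorescein and Texas red; potency means the concentration at half of the fitted maximal effect; % of control where 0% means no effect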
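His-tagged ERG Ets domain (1 uM in the protein solution; 300mM KCl, 50mM Tris-HCl, 1mM EDTA, 1mM DTT, pH 7.5) received compound, then a probe mix of 5 nM fluorescein-DNA and 100nM Texas-615-DNA. Fluorescence polarization was read for both dyes.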
TRHR ag: TRH receptor (human) agonism | P34981 | activation, % at 2 µM | 360,000 compounds, 0.18% hits | TRHR cells, calcium flux fluo-8, FDSS agonist mode; in the data active means activation above about 30%; further: 0% is about no effect
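Steps: seed TRHR cells overnight; add fluo-8 no-wash Ca dye, RT 30 min–1.5 h; record 10 s baseline; pin-transfer compounds; monitor fluorescence 1 cycle/s for the agonist window. Calcium increases flag candidate agonists.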
POLK inh: blocks human DNA polymerase kappa activity; AID 588579; Q9UBT6; purified Pol kappa, fluorescent DNA synthesis assay, 10 min; Potency, µM (doses to about 107 µM), without a hit: at the top dose activity, negative = inhibition, hits mostly inhibitors; 400,000 compounds, 0.53% hits; further: potency means the concentration at half of the fitted maximal effect; on the % scale 0 is the no-effect control and ±100 the full control effect
Target sequence (Q9UBT6 whole entry, looked up): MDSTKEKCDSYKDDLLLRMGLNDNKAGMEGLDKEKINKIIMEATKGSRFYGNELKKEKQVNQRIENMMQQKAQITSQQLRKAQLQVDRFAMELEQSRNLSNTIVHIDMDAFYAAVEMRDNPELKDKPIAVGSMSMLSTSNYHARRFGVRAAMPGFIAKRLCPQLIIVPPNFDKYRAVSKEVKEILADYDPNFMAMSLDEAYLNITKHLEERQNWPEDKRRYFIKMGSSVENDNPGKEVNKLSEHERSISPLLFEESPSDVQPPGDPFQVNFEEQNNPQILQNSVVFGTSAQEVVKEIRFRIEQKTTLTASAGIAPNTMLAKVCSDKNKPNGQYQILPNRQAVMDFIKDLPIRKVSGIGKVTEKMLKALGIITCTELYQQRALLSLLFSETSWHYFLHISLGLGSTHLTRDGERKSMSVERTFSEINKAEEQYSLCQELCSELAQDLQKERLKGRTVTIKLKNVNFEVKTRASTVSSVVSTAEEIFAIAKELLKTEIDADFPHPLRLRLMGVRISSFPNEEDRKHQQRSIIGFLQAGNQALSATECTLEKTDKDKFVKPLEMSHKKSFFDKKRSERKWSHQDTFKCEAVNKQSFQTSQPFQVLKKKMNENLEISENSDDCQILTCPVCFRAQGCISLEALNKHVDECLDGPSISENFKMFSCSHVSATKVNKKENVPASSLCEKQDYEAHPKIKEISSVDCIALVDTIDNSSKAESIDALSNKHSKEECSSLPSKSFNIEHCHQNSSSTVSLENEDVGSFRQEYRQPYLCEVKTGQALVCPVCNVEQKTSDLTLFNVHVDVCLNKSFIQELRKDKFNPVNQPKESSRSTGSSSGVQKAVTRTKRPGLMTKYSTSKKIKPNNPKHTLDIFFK
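First, compounds were pin-transferred onto 10 nM Pol kappa. After 15 min at room temperature, substrate was added to 50 nM final. Fluorescence was then measured kinetically at 0 and 10 min.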
Anesthetic bind: binds horse apoferritin like a general anesthetic | P02791 | Potency, µM (titrated, usually from 77.5 µM), for inactives: at the highest dose activity change, negative = displacement, usual class: inhibitors | 350,000 compounds, 0.074% hits | apoferritin/1-aminoanthracene competitive binding, fluorescence; further: potency means the concentration at half of the fitted maximal effect; on the % scale 0 is the no-effect control and ±100 the full control effect; nearly all actives have a fitted effect of over 20% in size
Target sequence (P02791 2-175 limits assumed): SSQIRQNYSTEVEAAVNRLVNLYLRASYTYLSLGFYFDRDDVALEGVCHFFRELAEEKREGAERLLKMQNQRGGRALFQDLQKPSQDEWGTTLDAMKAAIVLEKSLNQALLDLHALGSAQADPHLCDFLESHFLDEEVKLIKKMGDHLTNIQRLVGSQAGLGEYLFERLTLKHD
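10 uM apoferritin + 50% sat. 1-AMA, PBS; cpd 10 min RT; Ex380/Em535 endpoint; normalized to free probe vs complex; 4-param Hill fit; propofol titration as pos. ctrl.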
BLM helicase inh: blocks DNA unwinding by human BLM helicase. P54132. recombinant BLM DNA unwinding, fluorescence dequenching. Potency, µM (titrated, usually from 56.1 µM), for the others: at the top dose activity change, negative = inhibition, hits mostly inhibitors. 350,000 compounds, 0.2% hits;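 further: potency means the concentration at half of the fitted maximal effect; plate controls were vehicle for no effect and no enzyme for full effect; nearly all actives have a fitted effect of over 35% in size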
POLB inh: inhibitors of human DNA polymerase beta | P06746 | Pol beta primer extension/strand displacement, fluorescence kinetic | Potency, µM (top dose mostly 114 µM), for the others: at the top dose activity change, negative = inhibition, hits mostly inhibitors | 340,000 compounds, 1.3% hits; further: potency means the concentration at half of the fitted maximal effect; on the % scale 0 is the no-effect control and ±100 the full control effect
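Pol beta (10 nM) and compounds were preincubated 15 min at room temperature, then 50 nM substrate (final) started primer extension/strand displacement. Reads were taken at 0 and 10 min; concentration-response data were fitted to a four-parameter Hill equation.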
* marks the source's active call; other numbers are inactive results; i = inactive; ? = inconclusive; nt = not tested or not shown; & = joins results of further samples; [ ] = another dose, or the depositor's remark. Unless noted, the call rests on the fitted dose curve; in most records, active means well fitted curve in the direction sought with a large enough effect; inconclusive means small, poorly fitted or top-dose-only effect, or another doubt; inactive means no such curve, though single readings can be large; an effect the other way counts as inactive or inconclusive. A portion of the library, so the mix of outcomes need not match the whole.

Each structure is followed by: APE1 inh	ALOX12 inh	Pol iota inh	ERG Ets-DNA blk	TRHR ag	POLK inh	Anesthetic bind	BLM helicase inh	POLB inh
- O=[N+]([O-])c1cc(S(=O)(=O)Nc2cccc(Cl)c2)ccc1N/N=C/c1ccc(N2CCOCC2)cc1
 : -4%	4%	2%	-4%	0.1	-4%	3%	1%	-20%
- CN(C)CCN(C(=O)c1ccc2ccccc2c1)c1nc2c(F)cc(F)cc2s1
 : 25%	?	-13%	-12%	0.1	-13%	-3%	-6%	14%
- CCOC(=O)C1=C(COc2ccc(C)cc2)NC(=O)NC1c1cc(C)ccc1C (centres undefined)
 : 1%	-9%	11%	10%	-0.1	6%	-6%	-13%	-11%[57.1 µM]
- CCOC(=O)c1ccc(-c2ccc(/C=C(\C#N)C(=O)Nc3ccc(C)cc3)o2)cc1
 : nt	-26%	20%	-5%	1.6	-8%[60.1 µM]	72%[activator]	-5%	9%
- COc1ccc(CSc2nc(C)cc(C)c2S(C)(=O)=O)cc1
 : -3%	-24%	5%	-11%	0.2	-10%	-12%	-3%	6%
- Cc1onc(-c2ccccc2)c1CNS(=O)(=O)c1ccccc1[N+](=O)[O-]
 : 6%	96%[activator]	105%[activator]	-7%	-1.3	-5%	-7%	-4%	17%
- CCN(CC)S(=O)(=O)c1ccc(OCC2CCCCO2)c([N+](=O)[O-])c1 (centres undefined)
 : -6%	?	169%[activator]	3%	1.0	-14%	-16%	-1%	47%
- CN1C(=O)C2ON(c3ccccc3)C(c3cccs3)C2C1=O (centres undefined)
 : 1%	9%	-6%	5%	0.6	1%	-1%	0%	-26%
- CCOC(CCn1ccc(O)c(Cc2ccc(Cl)cc2)c1=O)OCC
 : 15%	0%	?	1%	-0.1	-25%	-2%	-4%	26%
- COc1ccc(-c2nc(CS(=O)(=O)CC(=O)NCc3cccc(OC)c3OC)c(C)o2)cc1
 : 15%	-12%	-21%	-3%	-0.3	2%	-23%	-1%	0%
- COC(=O)C(C(C)C)N(Cc1cc(OC)cc(OC)c1)S(=O)(=O)CCl (centres undefined)
 : -10%	-15%	-6%	8%	nt	4%	nt	nt	nt
- O=C1C(Cc2ccc(F)cc2)SC(=Nc2ccccc2)N1c1ccccc1 (centres undefined)
 : -2%	-23%	-2%	8%	-1.1	-3%	4%	-6%	3%
- CCS(=O)(=O)c1ccc(O)c(NC(=O)CCCC(=O)O)c1
 : -10%	167%[activator]	-21%[58.9 µM]	12%	1.4	-6%	7%	3%	-1%
- COc1ccc(-c2cc(C(F)(F)F)n3nc(C(=O)NCCCn4ccnc4)cc3n2)cc1
 : 1%	402%[activator]	1%	-3%	0.1	4%	80%[activator]	-8%	12%
- Cc1ccc(C)c(Nc2ncnc(N)c2[N+](=O)[O-])c1
 : 9%	-25%	11%	-2%	-0.4	-7%	-2%	-10%	17%
- COc1ccc(C(=O)NCCc2csc(-c3ccc(Cl)cc3)n2)cc1
 : nt	-25%	7%	1%	-0.4	-8%[60.1 µM]	?	-4%	-29%
- CC(=O)NCC(=O)N[C@H](CCC(=O)O)C(=O)O
 : -8%&-6%	50%[activator]	nt	nt	nt	1%&-8%[19.4 µM]	-4%	-3%	nt
- C/C(=C\C(=O)c1ccc(C)o1)Nc1ccc(C(=O)O)cc1C
 : -4%	25µM*	9%	0%	0.8	-5%	6%	-9%	1%
- O=C(NC1CCCCC1)c1cc([N+](=O)[O-])ccc1N1CCCC1
 : 61%[activator]	13%	14%	8%	-0.7	-5%	-9%	-6%	22%
- O=C1CCc2cc(NS(=O)(=O)c3ccc(Br)cc3)cc3c2N1CC3
 : 13%	-30%	-5%	-3%	0.2	-5%	nt	nt	nt
- CCOc1cc(/C=C(\C#N)c2nc(-c3cccs3)c(NC(C)=O)s2)ccc1O
 : 0%	-4%	?	142%[activator]	37*	-18%	-13%	-4%	-25%
- COc1ccc2c(c1)OC[C@H]1[C@H]2N2C(=O)c3ccccc3NC(=O)[C@@]2(C)[C@H]1c1ccccc1
 : -5%	-14%	15%	-4%	nt	0%	nt	nt	nt
- O=C(C1=C[C@@H](c2ccc(C(F)(F)F)cc2)C[C@@H](OCCCCO)O1)N1CCN(Cc2ccccc2)CC1
 : -3%	-19%	38%[activator]	-3%	-0.1	-7%	?	-7%	8%
- Cc1ccc(S(=O)(=O)Cn2nnnc2CN(Cc2ccco2)CC2CCCO2)cc1 (centres undefined)
 : -2%	1%	0%	-6%	-0.2	1%	-1%	0%	1%
- Cc1n[nH]c(=O)c2c(NC(=O)COC(=O)COc3cccc(Br)c3)oc(C)c12
 : 28%	1%	19%	1%	0.1	-14%	nt	nt	nt
- O=C(CSc1nc2ccccc2nc1N1CCCCC1)N1CCN(c2ccccc2)CC1
 : 7%	-18%	?	14%	-0.1	-1%	86%[activator]	-6%	0%
- Cc1ccc(S(=O)(=O)N2CCOCC2)cc1C(=O)Nc1ccncc1
 : -2%	26%	9%	-1%	0.5	-2%	nt	nt	nt
- CC1CCN(S(=O)(=O)c2ccc3c(c2)oc(=O)n3CC(=O)NC(C)c2ccccc2)CC1 (centres undefined)
 : nt	?	12%	-1%	-0.9	-2%	-16%	-1%	?
- CCN(C(=O)C1CCCN(c2nc(-c3ccc(OC)cc3)no2)C1)c1ccccc1F (centres undefined)
 : 11%	20%	29%	-13%	0.1	-29%	-19%	-9%	7%
- COc1ccccc1OCCC(=O)OCC(=O)Nc1ccc2c(c1)OCCO2
 : 21%	-6%	-8%	12%	nt	-6%	nt	nt	nt
- O=C(NCc1ccncc1)c1ccc(NS(=O)(=O)c2cccc([N+](=O)[O-])c2)cc1
 : -4%	0%	?	nt	-0.4	0%	nt	nt	nt
- CCCOc1ccc(/C(O)=C2/C(=O)C(=O)N(CCCn3ccnc3)C2c2cccs2)cc1 (centres undefined)
 : 3%	-5%	-20%	-11%	0.4	3%	-13%	-1%	5%
- Cc1ccc(-c2cc(NC(=O)C(C)Oc3ccc(C)c(C)c3)on2)cc1 (centres undefined)
 : nt	-65%	5%	-2%	-0.9	5%	44%[activator]	0%	13%
- Cc1ccc(NC(=O)COC(=O)Cc2csc(-c3cccc(F)c3)n2)cc1C
 : -2%	1%	10%	-1%	0.5	3%	-2%	-7%	-18%
- COC(=O)c1ccc(C(=O)N2CCCC(CNC(=O)c3ccc(F)cc3)C2)cc1 (centres undefined)
 : 26%	3%	-7%	0%	-0.2	0%	-1%	-1%	1%
- Cc1ccc(C(=O)OCC(=O)N2CCOCC2)cc1
 : 43%	-4%	55%[activator]	0%	0.7	-8%	-7%	-3%	21%
- COc1ccc(NS(=O)(=O)c2ccc(C(=O)Nc3c(C)n(C)n(-c4ccccc4)c3=O)cc2)cc1
 : 2%	-1%	?	-4%	nt	-14%	nt	nt	nt
- CCn1c(SCc2nc3scc(-c4ccccc4)c3c(=O)[nH]2)nnc1-c1cccs1
 : -6%	-22%	?	-4%	1.0	-3%	-3%	-11%	?
- Clc1ccc(Nc2ccc(NCc3ccccc3)nn2)cc1
 : -6%	-18%	32%[activator]	nt	0.3	-13%	-8%	-9%	11%
- CN(Cc1ccccc1)S(=O)(=O)c1cn(C)cn1
 : -3%	i	-3%[58.9 µM]	-8%	-0.3	-13%	-11%	0%	-2%
- CC(=O)Nc1cc(C(=O)NCc2ccccc2)ccc1Sc1ccc(C)cc1
 : nt	?	-13%	-2%	-1.2	-2%[60.1 µM]	-7%	?	-9%
- O=c1oc2ccccc2cc1-c1cn2cc(Cc3ccccc3F)sc2n1
 : nt	-12%	14%	-4%	-0.4	1%	-4%	-5%	1%
- COc1ccc(CC(=O)NNC(=O)COc2ccc3ccccc3c2)cc1
 : -4%	7%	?	-2%	-0.6	-11%	-9%	-10%	?
- CN(C(=O)COC(=O)/C=C/c1ccccc1[N+](=O)[O-])c1ccccc1
 : 1%	-4%	36%[activator]	8%	-0.6	5%	-22%	0%	-3%
- CCn1[nH]c(=O)c(=Nc2c(C)n(C)n(-c3ccccc3)c2=O)cc1-c1ccc(Cl)cc1
 : -3%	?	15%	-1%	-0.1	-4%	-19%	0%	8%
- O=C(c1cccs1)N1CCN=C1SCc1ccc(Cl)cc1
 : -6%	1%	71%[activator]	-1%	1.7	-11%	?	-6%	?
- CC(=O)c1c(C)oc2ccc(N(C(=O)Oc3ccccc3)S(=O)(=O)c3ccc(C(C)(C)C)cc3)cc12
 : nt	0%	-24%	7%	-1.4	-11%	-16%	-8%	-19%
- O=c1c2c3c(sc2ncn1/N=C/c1ccc(Br)o1)CCCC3
 : -7%	?	29%	nt	-0.4	-6%	?	-8%	19%
- Cc1cn2c(=O)cc(COC(=O)c3cccc(NC(=O)COc4ccccc4Cl)c3)nc2s1
 : nt	-20%	-1%	5%	0.3	0%[60.1 µM]	-1%	0%	2%
- O=C1CCCN1CCCNCC(=O)N1c2ccccc2Sc2ccccc21
 : 7%	-52%	9%	18%	0.1	-1%	-5%	-7%	-15%
- NC(=O)c1oc2ccccc2c1NC(=O)Cc1ccccc1
 : -5%	8%	-1%	-2%	0.5	-4%	-14%	-3%	31%
- NC(=O)C1CCN(C(=O)c2ccc(NC3=NC4CS(=O)(=O)CC4S3)cc2)CC1 (centres undefined)
 : 1%	17%	-8%	-1%	0.6	-16%	-5%	-2%	8%
- O=C(NCc1ccccc1Cl)C1CCC(CNc2nc(=S)[nH]c3ccccc23)CC1 (centres undefined)
 : -4%	-1%	60%[activator]	5%	-0.1	2%	-7%	0%	3%

Bioassay records deposited in PubChem by National Center for Advancing Translational Sciences (NCATS).
